IP6K1 inh = Primary qHTS assay for small molecule inhibitors of Inositol hexaphosphate kinase 1 (IP6K1) | IP6K1 kinase, ADP-Glo luminescence, 2 h; hits give low values | actives 0.81% (n = 140,000) | Inositol hexakisphosphate kinase 1 (Homo sapiens), Q92551 | activity change, % (series mostly up to about 58 µM); in the data active = activity change below about -25%
Target sequence (Q92551 whole entry, looked up): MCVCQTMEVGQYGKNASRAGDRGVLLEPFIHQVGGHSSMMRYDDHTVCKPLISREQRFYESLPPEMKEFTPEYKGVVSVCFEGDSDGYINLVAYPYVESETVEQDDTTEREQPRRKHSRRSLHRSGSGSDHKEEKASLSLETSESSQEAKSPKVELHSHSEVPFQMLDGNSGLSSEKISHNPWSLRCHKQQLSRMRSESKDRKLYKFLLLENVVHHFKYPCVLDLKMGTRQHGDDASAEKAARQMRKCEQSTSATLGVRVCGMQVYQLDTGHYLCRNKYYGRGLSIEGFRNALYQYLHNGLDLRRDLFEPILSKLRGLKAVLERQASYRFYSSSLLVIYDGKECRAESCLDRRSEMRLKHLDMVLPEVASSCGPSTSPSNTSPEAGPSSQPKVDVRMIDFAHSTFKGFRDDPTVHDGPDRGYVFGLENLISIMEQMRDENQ
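ADP-Glo luminescence measures ADP made by human IP6K1 during a 2 h RT reaction with ATP/IP6 (mix at 1.3 mM/130 uM); top library doses 57.5 and 19.1 uM final.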
FLuc inh = Firefly luciferase inhibition profiling of diverse chemical library using quantitative high-throughput screening. purified P. pyralis luciferase, luminescence, biochemical. Potency, µM (highest dose often 115 µM), for the others: top-dose activity change, negative = inhibition, most hits filed as inhibitors. actives 2.5% (n = 76,000). AID 1347043, 2019; also: potency is read from the fitted curve at half-maximal effect; nearly all actives have a fitted effect of over 65% in size
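Purified P. pyralis luciferase (10nM final) in 50mM Tris acetate pH 7.5, 10mM Mg acetate, 0.01% Tween-20, 0.05% BSA with 10uM D-luciferin and 10uM ATP. Compounds titrated qHTS. Luminescence imaged on CCD.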
3T3 cytotox = Cytotoxic Profiling in NIH 3T3 Cell Line of Diverse Libraries Using Quantitative High-Throughput Screening | NIH 3T3 viability, CellTiter-Glo ATP luminescence, 48-72 h | Potency, µM (series often up to 96.7 µM), inactives show at the top dose activity change, negative = cytotoxicity, actives largely listed as inhibitors | actives 4.3% (n = 94,000) | AID 1345082, 2018; also: potency is read from the fitted curve at half-maximal effect; nearly all actives have a fitted effect of over 55% in size
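Mouse fibroblast NIH 3T3 cells, 400 per well, received compound via pintool and were incubated for 48 or 72 hr prior to CellTiter-Glo ATP luminescence measurement.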
GPT2 inhibitor = Primary qHTS assay for inhibitors of Glutamate pyruvate transaminase 2 (GPT2); actives 0.25% (n = 100,000); Potency, µM (top dose mostly 57.7 µM), for the others: at the highest dose activity change, negative = inhibition, actives largely listed as inhibitors; Recombinant GPT2, coupled pyruvate oxidase/HRP Amplex Red fluorescence; Alanine aminotransferase 2 (Homo sapiens), Q8TD30; also: potency is read from the fitted curve at half-maximal effect; nearly all actives have a fitted effect of over 60% in size; many of its hits are not listed in these tables
Target sequence (Q8TD30 whole entry, looked up): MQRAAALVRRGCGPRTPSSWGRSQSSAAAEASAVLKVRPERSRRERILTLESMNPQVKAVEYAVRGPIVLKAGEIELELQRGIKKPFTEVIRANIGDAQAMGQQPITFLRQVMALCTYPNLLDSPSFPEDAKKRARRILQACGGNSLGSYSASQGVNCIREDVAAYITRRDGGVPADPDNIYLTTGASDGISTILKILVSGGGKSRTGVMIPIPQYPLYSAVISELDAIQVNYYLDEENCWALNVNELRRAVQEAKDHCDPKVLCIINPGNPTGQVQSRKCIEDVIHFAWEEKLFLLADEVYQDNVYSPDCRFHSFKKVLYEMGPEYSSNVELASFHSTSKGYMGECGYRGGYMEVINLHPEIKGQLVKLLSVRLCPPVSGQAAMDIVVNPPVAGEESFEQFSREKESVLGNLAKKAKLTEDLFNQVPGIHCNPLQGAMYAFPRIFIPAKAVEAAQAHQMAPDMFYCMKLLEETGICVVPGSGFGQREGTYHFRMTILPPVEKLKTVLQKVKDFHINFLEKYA
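Recombinant GPT2 (10ng/uL) with 250uM a-KG and 2mM L-alanine, 30 min at room temperature, in HEPES pH 7.5 buffer. Pyruvate detected by pyruvate oxidase/HRP/Amplex Red fluorescence after 30 min in the dark; AOA (50uM) as positive control.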
HEK cytotox = Cytotoxic Profiling in HEK 293 Cell Line of Diverse Libraries Using Quantitative High-Throughput Screening; HEK 293 viability, ATP luminescence (CellTiter-Glo), 48-72 h; Potency, µM (series often up to 115 µM), without a hit: at the top dose activity change, negative = cytotoxicity, actives largely listed as inhibitors; actives 6.6% (n = 94,000); AID 1345083, 2018; also: potency is read from the fitted curve at half-maximal effect; nearly all actives have a fitted effect of over 60% in size
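HEK 293 seeded at 250 cells/well receive compound via pintool. After 48 or 72 hr at 37 degree Celsius, 5% CO2 and 95% humidity, CellTiter-Glo is dispensed and luminescence read following 10 min at room temperature.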
SNCA expr inhib = Primary qHTS assay for inhibitors of alpha-synuclein gene (SNCA) expression; HEK-293 SNCA-luciferase knock-in, luminescence, 24 h; Potency, µM (doses to about 57.2 µM), without a hit: top-dose activity change, negative = inhibition, most hits filed as inhibitors; actives 0.17% (n = 140,000); AID 1671194, 2021;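 also: potency is read from the fitted curve at half-maximal effect; plate controls were DMSO cells for no effect and cell-free wells for full effect; nearly all actives have a fitted effect of over 45% in size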
HEK293 viab = GF-AFC viability counterscreen for inhibitors of alpha-synuclein gene (SNCA) expression. HEK-293-SNCA-luc viability, GF-AFC fluorescence, 24 h. Potency, µM (titrated, usually from 57.1 µM), inactives show at the top dose activity change, negative = cytotoxicity, most hits filed as cytotoxic. actives 0.12% (n = 150,000);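 also: potency is read from the fitted curve at half-maximal effect; 0% = DMSO-treated cells and -100% = medium-only wells without cells; nearly all actives have a fitted effect of over 30% in size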
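Cytotoxicity counterscreen: after 24 h compound treatment of genome-edited SNCA-luciferase HEK-293 cells, live-cell protease substrate GF-AFC read by fluorescence after 30 min; activity scaled between DMSO (0%) and medium-only (-100%), curves Hill-fitted.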
* = called active by the depositor; & = joins results of further samples; [ ] = remark or other dose. Unless noted, calls follow the shape of the dose curve; as a rule, active = well fitted curve in the direction sought with a large enough effect; inconclusive = small, poorly fitted or top-dose-only effect, or another doubt; inactive = no such curve, though single readings can be large; an effect the other way counts as inactive or inconclusive. Unless noted, % is scaled to controls: 0 for no effect and ±100 for the full control effect.

What do the screens show for `CCOC(=O)c1cnc2c(Cl)cc(Cl)cc2c1Nc1ccccc1OC`?
IP6K1 inh: 11; SNCA expr inhib: -10%; HEK293 viab: -11%

Results for CC1(C)C(N(O)C(=O)Nc2ccc(Cl)cc2)N(c2ccc(Cl)cc2)C(=O)N1CC(=O)NN=CC=Cc1ccc([N+](=O)[O-])o1 (configuration not stated) ?
GPT2 inhibitor: inactive; SNCA expr inhib: inconclusive; HEK293 viab: -13%

Results for COc1cccc(Cn2c(CNS(=O)(=O)c3ccc(Cl)s3)nc3cccnc32)c1 ?
IP6K1 inh: -14; SNCA expr inhib: -31%; HEK293 viab: -12%

What do the screens show for `CC(C(=O)O)c1cccc(Oc2ccccc2)c1` (configuration not stated)?
IP6K1 inh: 34; GPT2 inhibitor: -13%; SNCA expr inhib: -12%[25.6 µM]; HEK293 viab: -9%[23.9 µM]

How did Cc1ccc(-n2c(SCC(=O)Nc3cccc(F)c3)nc3c(oc4ccccc43)c2=O)cc1C do in these assays?
IP6K1 inh: 4; SNCA expr inhib: -3%; HEK293 viab: 7%

What do the screens show for `CCC[C@H]1CN(C(=O)c2ccc3c(c2)nc(NCCOC)n3C)C[C@@H]1N`?
IP6K1 inh: -2; FLuc inh: 3%; 3T3 cytotox: -4%; GPT2 inhibitor: -13%; HEK cytotox: -24%; SNCA expr inhib: -13%; HEK293 viab: -16%

Results for C[C@]1(CO)[C@H]2Cc3sc(NC(=O)c4ccc(F)cc4)nc3[C@@H](CC(=O)NC3CCCC3)[C@]2(C)CC[C@H]1O ?
IP6K1 inh: -10; FLuc inh: -1%; 3T3 cytotox: 45µM*; GPT2 inhibitor: inconclusive; HEK cytotox: inconclusive; SNCA expr inhib: -6%; HEK293 viab: -15%

What do the screens show for `CCc1nccn1CC(=O)N1CCC2(CC1)[C@H](O)C[C@@H]2O`?
IP6K1 inh: 0; FLuc inh: -10%; 3T3 cytotox: 1%; GPT2 inhibitor: -4%; HEK cytotox: 3%; SNCA expr inhib: 20%; HEK293 viab: 7%

Results for Cc1cc(NC(=O)Cn2nc3n(c2=O)CCCC3)no1 ?
IP6K1 inh: 5; FLuc inh: 0%; 3T3 cytotox: 2%; GPT2 inhibitor: inactive; HEK cytotox: -12%; SNCA expr inhib: -9%; HEK293 viab: 18%

Results for COc1cccc(C(=O)N2CCC(C(=O)N3CCC(c4nc5ncccc5[nH]4)CC3)CC2)c1 ?
IP6K1 inh: 29; 3T3 cytotox: -5%; GPT2 inhibitor: -11%; HEK cytotox: inactive; SNCA expr inhib: 10%; HEK293 viab: 3%

Results for O=C([C@@H]1C[C@H](c2ccc(F)cc2)N(Cc2ccccc2Cl)C1)N1CC(O)C1 ?
IP6K1 inh: 9; FLuc inh: 3%[172 µM]; 3T3 cytotox: 89µM*; GPT2 inhibitor: -8%[88.5 µM]; HEK cytotox: 71µM*; SNCA expr inhib: inconclusive; HEK293 viab: -28%[87.6 µM]

Results for OCCNC1CCCc2c1[nH]c1ccc(-c3ccccc3)cc21 (configuration not stated) ?
IP6K1 inh: 23; GPT2 inhibitor: -11%&0%; SNCA expr inhib: 30%[activator]; HEK293 viab: inconclusive

What do the screens show for `Cc1ccc(CSc2cn(CCNC(=O)c3cccs3)c3ccccc23)cc1`?
IP6K1 inh: 17; SNCA expr inhib: -21%; HEK293 viab: -7%

What do the screens show for `C=CCNC(=O)N1CC[C@H]2CC(=O)N(CCN3CCNC3=O)CC[C@H]2C1`?
IP6K1 inh: 3; FLuc inh: 6%[172 µM]; 3T3 cytotox: -2%[174 µM]; GPT2 inhibitor: -7%[88.5 µM]; HEK cytotox: 0%[172 µM]; SNCA expr inhib: 5%[87.6 µM]; HEK293 viab: 2%[87.6 µM]

Results for COc1ccccc1C(=O)N1CC(c2nnc(-c3ccncc3)o2)C2(CCOCC2)C1 (configuration not stated) ?
IP6K1 inh: 28; FLuc inh: 0%; 3T3 cytotox: -4%; GPT2 inhibitor: inconclusive; HEK cytotox: inactive; SNCA expr inhib: 7%; HEK293 viab: 1%

How did Cc1ccc(C)c(C(=O)N2CCN(C(=O)c3nnn4c3COC(c3ccc(Cl)cc3)C4)CC2)c1 (configuration not stated) do in these assays?
IP6K1 inh: -8; FLuc inh: 5%; 3T3 cytotox: inconclusive; GPT2 inhibitor: inactive; HEK cytotox: 45µM*; SNCA expr inhib: -23%; HEK293 viab: -27%

Results for COc1ccc(-n2ccn(Cc3ccccc3C)c(=O)c2=O)cc1 ?
IP6K1 inh: 13; SNCA expr inhib: 5%; HEK293 viab: 6%

Results for O=C(NCCCN1CCCc2ccccc21)c1ccc(N2CC3CC(C2)[C@H]2CCCC(=O)N2C3)nc1 (some centres not stated) ?
IP6K1 inh: 18; FLuc inh: 1%; 3T3 cytotox: -15%; GPT2 inhibitor: inconclusive; HEK cytotox: inconclusive; SNCA expr inhib: -21%; HEK293 viab: 14%

What do the screens show for `CN(c1ncccc1CNC(=O)c1ccc2c(c1)OCO2)C1CCCCC1`?
IP6K1 inh: 11; FLuc inh: 1%; 3T3 cytotox: -28%; GPT2 inhibitor: -7%; HEK cytotox: inconclusive; SNCA expr inhib: -26%; HEK293 viab: -25%

What do the screens show for `O=C(Nc1ccc2c(c1)OCCO2)N1CCC(Cc2nncn2-c2ccccc2)CC1`?
IP6K1 inh: 5; 3T3 cytotox: -25%; GPT2 inhibitor: inactive; HEK cytotox: 2%; SNCA expr inhib: 85%[activator]; HEK293 viab: -20%

What do the screens show for `O=C(CN1C(=O)NC2(CCCCC2)C1=O)Nc1ccccc1F`?
IP6K1 inh: 1; FLuc inh: -9%; 3T3 cytotox: -14%; GPT2 inhibitor: inactive; HEK cytotox: -8%; SNCA expr inhib: 2%; HEK293 viab: 14%

What do the screens show for `Cc1cccc(NC(=O)N2CCC3(CC2)CC(N2CCOCC2)CCO3)c1` (configuration not stated)?
IP6K1 inh: -5; FLuc inh: -4%; 3T3 cytotox: -10%; GPT2 inhibitor: inactive; HEK cytotox: -9%; SNCA expr inhib: 39%[activator]; HEK293 viab: 16%

How did O=C(CCc1cc2n(n1)CCN(C(=O)C1Cc3ccccc3O1)C2)NC1CC1 (configuration not stated) do in these assays?
IP6K1 inh: 5; FLuc inh: 0%; 3T3 cytotox: -5%; GPT2 inhibitor: -26%; HEK cytotox: inactive; SNCA expr inhib: -5%; HEK293 viab: -14%

Results for O=C(NCCc1ccc(Cl)cc1)C1CCCN(Cc2cccc(-c3cccs3)c2)C1 (configuration not stated) ?
IP6K1 inh: 26; 3T3 cytotox: inconclusive; HEK cytotox: inconclusive

What do the screens show for `Cc1ccc(Cl)cc1NC(=O)Cn1nc2c(cc1=O)CCCCC2`?
IP6K1 inh: 14; FLuc inh: -1%; 3T3 cytotox: -24%; GPT2 inhibitor: -6%; HEK cytotox: inconclusive; SNCA expr inhib: -11%; HEK293 viab: -1%

How did O=C(CCc1ccc2c(c1)CN(C(=O)C1CC1)CCO2)NCc1cc(F)cc(F)c1 do in these assays?
IP6K1 inh: -8; FLuc inh: 5%; 3T3 cytotox: -19%; GPT2 inhibitor: -1%; HEK cytotox: -28%; SNCA expr inhib: -31%; HEK293 viab: 10%[12.5 µM]

What do the screens show for `O=C(NC1CCCC1)c1cc(-c2cccc(C(F)(F)F)c2)c2nncn2n1`?
IP6K1 inh: 6; 3T3 cytotox: -17%; GPT2 inhibitor: -10%; HEK cytotox: 1%; SNCA expr inhib: 3%; HEK293 viab: 9%

Results for Cc1cc(C)c(NC(=O)CN(CC(=O)O)CC(=O)O)c(C)c1Br ?
IP6K1 inh: -15; GPT2 inhibitor: -11%; SNCA expr inhib: -63%[25.6 µM]; HEK293 viab: -25%[23.9 µM]

How did Cc1ccc(OCCN2CCC3(CC2)C(C(=O)O)CC(=O)N3C)c(C)c1 (configuration not stated) do in these assays?
IP6K1 inh: 7; FLuc inh: 0%; 3T3 cytotox: inconclusive; GPT2 inhibitor: inactive; HEK cytotox: -10%; SNCA expr inhib: 7%; HEK293 viab: 1%

How did COCCc1nncn1C1CCN(S(=O)(=O)c2ccc(F)c(F)c2)CC1 do in these assays?
IP6K1 inh: -4; FLuc inh: -2%; 3T3 cytotox: 5%; GPT2 inhibitor: inactive; HEK cytotox: 5%; SNCA expr inhib: -13%; HEK293 viab: 3%

Looked up by compound from the list above, 3 records:
Results for COc1ccc(-n2ccn(Cc3ccccc3C)c(=O)c2=O)cc1 ?
IP6K1 inh: 13; SNCA expr inhib: 5%; HEK293 viab: 6%

What do the screens show for `CN(c1ncccc1CNC(=O)c1ccc2c(c1)OCO2)C1CCCCC1`?
IP6K1 inh: 11; FLuc inh: 1%; 3T3 cytotox: -28%; GPT2 inhibitor: -7%; HEK cytotox: inconclusive; SNCA expr inhib: -26%; HEK293 viab: -25%

Results for Cc1cc(C)c(NC(=O)CN(CC(=O)O)CC(=O)O)c(C)c1Br ?
IP6K1 inh: -15; GPT2 inhibitor: -11%; SNCA expr inhib: -63%[25.6 µM]; HEK293 viab: -25%[23.9 µM]

Further results
How did O=C(Cn1nc2c(cc1=O)CCCC2)NCCCc1nc2ccccc2[nH]1 do in these assays?
IP6K1 inh: 13; FLuc inh: 0%; 3T3 cytotox: -21%; GPT2 inhibitor: -12%; HEK cytotox: -5%; SNCA expr inhib: 32%[activator]; HEK293 viab: -7%

What do the screens show for `O=C(NCc1ccc2c(c1)OCO2)c1nc(-c2ccc(F)cc2)c2cnccn12`?
IP6K1 inh: 0; FLuc inh: -6%; 3T3 cytotox: -10%; GPT2 inhibitor: inactive; HEK cytotox: inconclusive; SNCA expr inhib: -2%; HEK293 viab: 10%

How did CC(C)C[C@@H]1N[C@H](C(=O)NC2CCC2)Cc2cn(CC3CC3)c3cccc1c23 do in these assays?
IP6K1 inh: -5; FLuc inh: -1%[172 µM]; 3T3 cytotox: inconclusive; GPT2 inhibitor: -19%[88.5 µM]; HEK cytotox: 56µM*; SNCA expr inhib: inconclusive; HEK293 viab: -5%[87.6 µM]

What do the screens show for `COc1ccc(NC(=O)CN2C(=O)NC3(CCC(C)CC3)C2=O)c(OC)c1` (configuration not stated)?
IP6K1 inh: 32; FLuc inh: -5%; 3T3 cytotox: -21%; GPT2 inhibitor: inactive; HEK cytotox: -8%; SNCA expr inhib: 17%; HEK293 viab: -7%
